High-throughput results: PubChem BioAssay, several laboratories
TNAP activation fold: human TNAP enzyme activators, primary screen, biochemical, luminescent, no phosphate acceptor, uHTS (AID 1001); Alkaline phosphatase, tissue-nonspecific isozyme (Homo sapiens); activation fold at 20 µM; hits with a dose series show EC50 in µM; hit rate 0.03% among 200,000; purified TNAP, luminescent activation assay, no phosphate acceptor; higher activation fold means a stronger effect; in the data active means activation fold from about 3, or a potency from the dose series; inactive means the rest, 99 in 100 with activation fold below about 1.6; further: many of its hits are not listed in these tables
West Nile virus CPE: West Nile virus antiviral activity, cell-based, CPE readout (AID 1621) | West Nile virus-infected cells, CPE inhibition; higher % means a stronger effect | CPE inhibition, % at 10 µM; hits with a dose series show IC50 in µM | hit rate 0.02% among 290,000; in the data active means a potency from the dose series; inconclusive means CPE inhibition mostly from about 3.7% at the one dose, without a potency; inactive means the rest, 99 in 100 with CPE inhibition below about 2.2%; further: strong numbers were not always called active
PMI inhibitors: inhibitors of human PMI, primary screen, biochemical, fluorescence intensity, coupled assay (AID 1209). one-dose inhibition, % at 20 µM; IC50 in µM for titrated hits. hit rate 0.42% among 190,000. Mannose-6-phosphate isomerase (Homo sapiens). purified PMI enzyme, coupled fluorescence intensity; higher % means a stronger effect;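 further: plate controls were DMSO vehicle for no effect and wells lacking substrate for full effect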
Salmonella PhoP GFP: inhibitors of PhoP regulon expression, primary screen, Salmonella Typhimurium, GFP reporter (AID 1863); S. Typhimurium PhoP-regulated promoter GFP reporter, 4 h; higher % means a stronger effect; one-dose inhibition, % at 50 µM; IC50 in µM for titrated hits; hit rate 0.16% among 300,000;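 active means inhibition over 29.93%, a cutoff 3 SD above the screen mean, later confirmed by dose response; inconclusive means inhibition over 29.93% but no dose response follow-up; inactive means inhibition at most 29.93% or unconfirmed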;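 further: 0% = low Mg2+ inducing control and 100% = high Mg2+ repressing control; strong numbers were not always called active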
Insulin prom up: insulin promoter activators in MIN6 cells, imaging, high-content screening, mouse beta cells. MIN6 insulin promoter-GFP reporter; active compounds read high. z-score at 5 µM. hit rate 0.3% among 190,000. AID 1625, 2009;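 active means z-score above 3 at 5 µM with at least 500 cells counted in the well; inconclusive means wells under 500 cells, flagged as cytotoxic or low count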
RSV CPE inhibition: RSV antiviral activity via CPE protection, HEp-2 cells, primary 10 µM value included (AID 2391); hit rate 0.13% among 310,000; HEp-2 cells, RSV-induced CPE inhibition; higher % means a stronger effect; CPE inhibition, % at 10 µM, or IC50 in µM where a hit was titrated; in the data active means a potency from the dose series; inconclusive means CPE inhibition mostly from about 23% at the one dose, without a potency; inactive means the rest, 99 in 100 with CPE inhibition below about 21%; further: strong numbers were not always called active
Large T inhibition: SV40 large T antigen inhibitors, biochemical (AID 1903); SV40 large T antigen ATPase/helicase inhibition assay; higher % means a stronger effect; inhibition, % at 20 µM; hits with a dose series show IC50 in µM; hit rate 0.39% among 310,000; in the data active means a potency from the dose series; inconclusive means inhibition mostly from about 32% at the one dose, without a potency; inactive means the rest, 99 in 100 with inhibition below about 32%; further: strong numbers were not always called active
PMI inhibition: human PMI inhibitors, high substrate, primary screen, biochemical, fluorescence intensity, high mannose 6-phosphate (AID 1220); Mannose-6-phosphate isomerase (Homo sapiens); recombinant PMI enzyme, coupled fluorescence intensity; higher % means a stronger effect; inhibition, % at 20 µM; hits with a dose series show IC50 in µM; hit rate 0.66% among 190,000
CSM14.1 death rescue: rescue of cells from ER stress-induced death, primary screen, 384-well, CSM14.1, thapsigargin, ATP luminescence (AID 1222). cellular ATP content (survival), % at 20 µM, or EC50 in µM where a hit was titrated. 190,000 tested, under 10 active. CSM14.1 thapsigargin-induced death rescue, ATP luminescence; higher % means a stronger effect;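 active means EC50 below 50 µM in the dose-response confirmation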;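 further: death triggered by thapsigargin at about 15 µM added after 2 h compound pretreatment; cell ATP read after overnight thapsigargin exposure of roughly 18 to 22 hours; normalized against plate controls of thapsigargin alone and 5% DMSO vehicle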
Insulin prom up cell count: further read-out of Insulin prom up, marked with its call; cell count; measured here: cytotoxicity, nuclei count;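 total cells summed across four imaged fields per well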
Active calls of the source: *; u = inconclusive; x = not tested or not shown. Unless noted, no stated cut-off is given here; in the data, active means inhibition above about 50%; inactive means the rest. No enrichment for hits. Share with any hit: about 1.5%.

[1] COc1ccc(C(=O)Nc2ccc(NC(=O)C3CC3)nc2)cc1
[2] NS(=O)(=O)c1cccc(NC(=O)COC(=O)Cc2ccc(S(=O)(=O)N3CCCCC3)s2)c1
[3] CNC(=O)C(Sc1ccccc1)c1ccccc1 (stereo not given)
[4] C[C@@H]1CN(Cc2nc(-c3cnccn3)no2)C[C@H](C)O1
[5] CC1(C)CC(=O)C=C(C(=O)NC2CCCc3c2cnn3-c2cc(F)cc(F)c2)O1 (stereo not given)
assay / entry	1	2	3	4	5
TNAP activation fold	x	1	1.1	1	x
West Nile virus CPE	-0.5%	0.7%	0.3%	0.1%	-0.9%
PMI inhibitors	x	-4%	-8%	-3%	x
Salmonella PhoP GFP	-11%	5%	-2%	x	-2%
Insulin prom up	x	-0.84	x	0.51	x
Insulin prom up cell count	x	1651	x	1497	x
RSV CPE inhibition	1.3%	0.7%	1.2%	1.9%	0.7%
Large T inhibition	10%	8%	3%	x	2%
PMI inhibition	x	8%	-1%	2%	x
CSM14.1 death rescue	x	-1.2%	-1.3%	0.6%	x

Part of the list above, bar-delimited:
nr | smiles | TNAP activation fold | West Nile virus CPE | PMI inhibitors | Salmonella PhoP GFP | Insulin prom up | Insulin prom up cell count | RSV CPE inhibition | Large T inhibition | PMI inhibition | CSM14.1 death rescue
2 | NS(=O)(=O)c1cccc(NC(=O)COC(=O)Cc2ccc(S(=O)(=O)N3CCCCC3)s2)c1 | 1 | 0.7% | -4% | 5% | -0.84 | 1651 | 0.7% | 8% | 8% | -1.2%
1 | COc1ccc(C(=O)Nc2ccc(NC(=O)C3CC3)nc2)cc1 | x | -0.5% | x | -11% | x | x | 1.3% | 10% | x | x

Next section.
[6] CCOC(=O)C1CCN(C(=O)C2(NC(=O)Nc3cccc(F)c3)CCCCC2)CC1
[7] COc1ccc(-c2nonc2NC(=O)c2oc3ccccc3c2C)cc1OC
[8] CCOC(=O)c1cccc(NC(=O)C2CCCN(S(=O)(=O)c3c(C)nn(C)c3C)C2)c1 (stereo not given)
[9] COc1ccc(S(=O)(=O)Cc2ccc(C(=O)N3CCN(c4ccccc4)CC3)o2)cc1
[10] CCOC(=O)C1=CN(C)C=C(C(=O)OCC)C1c1ccsc1
assay / entry	6	7	8	9	10
TNAP activation fold	1.3	x	1.1	1.1	1.3
West Nile virus CPE	0.3%	-0.1%	-0.8%	-0.9%	-0.8%
PMI inhibitors	-16%	x	7%	11%	-3%
Salmonella PhoP GFP	0%	7%	-5%	4%	11%
Insulin prom up	-0.21	x	0.17	-0.48	-0.54
Insulin prom up cell count	1077	x	902	1699	1081
RSV CPE inhibition	-1.5%	-3.1%	0.4%	1.0%	-0.4%
Large T inhibition	11%	-1%	-4%	2%	14%
PMI inhibition	-14%	x	15%	8%	-3%
CSM14.1 death rescue	-1.2%	x	0.4%	-2.0%	-2.8%

[11] Nn1c(SCC(=O)N2CCN(S(=O)(=O)c3ccc(Cl)cc3)CC2)nnc1-c1cccs1
[12] COc1ccccc1CN1CCCC(C(=O)N(C)Cc2ccccc2)C1 (stereo not given)
[13] Cc1ccc(C)c(-c2nnc(NC(=O)Cc3ccc(F)cc3)o2)c1
[14] CN1C(=O)c2ccc(NC(=O)c3c(F)c(F)c(F)c(F)c3F)cc2C1=O
[15] COc1cccc(CNC(=O)C2CCN(S(=O)(=O)c3ccc(F)cc3)CC2)c1
assay / entry	11	12	13	14	15
TNAP activation fold	1.1	1	x	1.1	1.1
West Nile virus CPE	-0.2%	-0.3%	0.8%	0.1%	0.2%
PMI inhibitors	-12%	5%	x	6%	11%
Salmonella PhoP GFP	-5%	10%	9%	-15%	10%
Insulin prom up	x	0.03	x	-0.2	0.15
Insulin prom up cell count	x	1762	x	1097	1299
RSV CPE inhibition	-1.2%	x	1.5%	0.3%	x
Large T inhibition	6%	10%	17%	0%	13%
PMI inhibition	-3%	0%	x	2%	12%
CSM14.1 death rescue	5.7%	-1.3%	x	x	x

[16] COC(=O)C1=C(C)Nc2nnnn2C1c1ccc(Cl)cc1Cl (stereo not given)
[17] CSc1ccccc1C(=O)Nc1cc(C)cc(C)c1
[18] CCC(c1nnnn1Cc1ccccc1)N1CCN(c2ccccc2)CC1 (stereo not given)
[19] CC1CCCCN1C(=O)c1cnn2c(C(F)(F)F)cc(-c3ccco3)nc12 (stereo not given)
[20] NC(=O)c1csc(-c2ccncc2)n1
assay / entry	16	17	18	19	20
TNAP activation fold	1.1	1	1.1	1.1	1
West Nile virus CPE	-0.6%	-0.1%	-0.9%	0.3%	0.8%
PMI inhibitors	8%	12%	x	-5%	4%
Salmonella PhoP GFP	-2%	1%	-10%	-2%	-9%
Insulin prom up	-0.24	1.9	x	0.69	-0.27
Insulin prom up cell count	1151	1313	x	1469	1824
RSV CPE inhibition	-0.3%	0.8%	2.8%	3.5%	2.6%
Large T inhibition	22%	14%	8%	0%	-2%
PMI inhibition	9%	14%	x	4%	4%
CSM14.1 death rescue	x	-1.0%	0.5%	1.4%	-1.8%

[21] CC(=O)COc1cc2c(-c3cc4ccccc4o3)cc(=O)oc2cc1C
[22] Cc1cc(C)cc(-n2ncc3c2CCCC3NC(=O)c2ccccc2N2CCOCC2)c1 (stereo not given)
[23] COc1ccc(S(=O)(=O)N2CCOC23CCN(C(=O)c2c(F)cccc2Cl)CC3)cc1
[24] COc1ccc(C(=O)N2CCC(C(=O)N3CCN(c4ccc(OC)cc4)CC3)CC2)cc1
[25] CCN1CCN(c2cc(C)c3cc(NC(=S)N4CC(C)CC(C)C4)ccc3n2)CC1 (stereo not given)
assay / entry	21	22	23	24	25
TNAP activation fold	x	x	x	x	1
West Nile virus CPE	-0.2%	1.2%	0.1%	-1.1%	25%
PMI inhibitors	x	x	x	x	9%
Salmonella PhoP GFP	3%	-6%	-8%	9%	-8%
Insulin prom up	x	x	x	x	0.11
Insulin prom up cell count	x	x	x	x	1294
RSV CPE inhibition	-1.0%	3.5%	5.5%	1.0%	x
Large T inhibition	19%	10%	7%	16%	10%
PMI inhibition	x	x	x	x	41%
CSM14.1 death rescue	x	x	x	x	-0.6%

[26] CCOC(=O)C1=C(NC(=S)NC(=O)c2ccccc2)c2ccccc2CC1(C)CC (stereo not given)
[27] O=C1CCC(C(=O)N2CCSCC2)CN1Cc1cccc(C(F)(F)F)c1 (stereo not given)
[28] CC(=O)c1cccc(S(=O)(=O)NC2CC2)c1
[29] Cc1nc(NC(=O)/C=C/c2ccccc2)sc1C(=O)N(C)C
[30] CC(=O)N(C1=C(Cl)C(=O)c2ccccc2C1=O)C1CCCCC1
assay / entry	26	27	28	29	30
TNAP activation fold	1.2	x	0.6	1.1	x
West Nile virus CPE	-0.5%	0.1%	-0.5%	-0.5%	-0.3%
PMI inhibitors	30%	x	2%	8%	x
Salmonella PhoP GFP	8%	-7%	-4%	4%	-33%
Insulin prom up	0.39	x	0.18	-0.07	0.28
Insulin prom up cell count	2090	x	1468	1313	1027
RSV CPE inhibition	43%	1.4%	2.3%	2.4%	5.2%
Large T inhibition	2%	6%	10%	5%	u
PMI inhibition	12%	x	-6%	9%	x
CSM14.1 death rescue	-3.4%	x	-3.7%	-0.8%	x

[31] Cn1c(=O)c2c(nc(CN3CCC(C(N)=O)CC3)n2CCCc2ccccc2)n(C)c1=O
[32] O=C(c1cnc(-c2ccc(Cl)cc2)s1)c1ccc(Cl)cc1Cl
[33] C/C(=N\NC(=O)c1c(C)nc2ccccn12)c1ccco1
[34] C[C@]12C=CC(=O)C=C1CCC1C3CC[C@](O)(C(=O)CO)[C@@]3(C)CC3OC312 (stereo not given in full)
[35] C=CCc1c(C)[nH]c(=O)[nH]c1=O
assay / entry	31	32	33	34	35
TNAP activation fold	1.1	1	1.5	1	1
West Nile virus CPE	-0.2%	0.2%	0.0%	-0.3%	-0.1%
PMI inhibitors	14%	-5%	6%	-6%	4%
Salmonella PhoP GFP	2%	0%	-7%	5%	-5%
Insulin prom up	0.44	x	0.17	0.18	-0.33
Insulin prom up cell count	939	x	1069	1107	1489
RSV CPE inhibition	-0.2%	4.7%	-0.2%	3.6%	2.2%
Large T inhibition	5%	9%	-2%	13%	7%
PMI inhibition	8%	-5%	12%	3%	-8%
CSM14.1 death rescue	-1.9%	1.2%	-1.5%	0.6%	0.0%

Two consecutive entries from above:
[31] Cn1c(=O)c2c(nc(CN3CCC(C(N)=O)CC3)n2CCCc2ccccc2)n(C)c1=O
[32] O=C(c1cnc(-c2ccc(Cl)cc2)s1)c1ccc(Cl)cc1Cl
assay / entry	31	32
TNAP activation fold	1.1	1
West Nile virus CPE	-0.2%	0.2%
PMI inhibitors	14%	-5%
Salmonella PhoP GFP	2%	0%
Insulin prom up	0.44	x
Insulin prom up cell count	939	x
RSV CPE inhibition	-0.2%	4.7%
Large T inhibition	5%	9%
PMI inhibition	8%	-5%
CSM14.1 death rescue	-1.9%	1.2%

Next structures:
[36] CC(C)CCNC(=O)C(c1ccco1)N(CC1CCCO1)C(=O)Cn1nnc2ccccc21 (stereo not given)
[37] CCSc1nnc(NC(=O)CSc2nc3c(cc2C#N)CCCC3)s1
[38] COc1cccc(NC(=O)N2CCCC2C(=O)NCC(C)C)c1 (stereo not given)
[39] c1cnc(Sc2ccc3nnnn3n2)nc1
[40] Brc1ccc(NCc2nnc3n2CCCCC3)cc1
assay / entry	36	37	38	39	40
TNAP activation fold	1.1	1.1	1.1	1.1	1
West Nile virus CPE	-0.2%	0.4%	-0.7%	0.8%	-0.1%
PMI inhibitors	4%	19%	2%	-4%	16%
Salmonella PhoP GFP	-2%	4%	-4%	-10%	2%
Insulin prom up	x	0.68	-0.17	-0.06	0.47
Insulin prom up cell count	x	1535	1199	1250	1323
RSV CPE inhibition	-1.4%	0.3%	3.4%	1.7%	-0.8%
Large T inhibition	0%	-1%	-2%	6%	-2%
PMI inhibition	-2%	17%	5%	1%	9%
CSM14.1 death rescue	-1.9%	-2.7%	0.3%	-1.7%	4.2%

[41] CC1Cc2ccccc2N1C(=O)CN1CCC(C(N)=O)CC1 (stereo not given)
[42] COc1ccc(NS(=O)(=O)c2cccc(C(=O)N/N=C/c3cn(-c4ccccc4)nc3-c3ccc(OC)cc3)c2)cc1
[43] COc1cc(NC(=O)c2noc3c2CCCC3)c(OC)cc1Cl
[44] COCCCNC(=O)C1CCC(CNS(=O)(=O)c2ccc(Cl)cc2)CC1 (stereo not given)
assay / entry	41	42	43	44
TNAP activation fold	1.1	x	1.1	1.1
West Nile virus CPE	1.0%	-0.3%	-0.5%	0.4%
PMI inhibitors	5%	x	10%	-6%
Salmonella PhoP GFP	-8%	1%	-6%	-1%
Insulin prom up	-0.11	-0.92	-1.6	-0.03
Insulin prom up cell count	1125	961	1231	1078
RSV CPE inhibition	-0.9%	-1.2%	0.0%	-1.6%
Large T inhibition	8%	16%	5%	4%
PMI inhibition	4%	x	2%	-5%
CSM14.1 death rescue	0.2%	x	-3.0%	-1.1%
